Source: PubChem BioAssay
EP2 mod = modulators of human EP2 prostaglandin E2 receptor. AID 940. P43116. 0.83% of 260,000 active. EP2-expressing cells, cAMP HTRF FRET, PGE2 co-stimulation. induction, % at 25 µM;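 active = compounds whose cAMP rise, as percent of the full-agonist control response, exceeds 60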;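 also: rat C6 glioma line stably carrying human EP2 under a CMV promoter; the protocol text gives 20 µM as final concentration; 100% = response of wells given 1 µM PGE2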
Target sequence (P43116 whole entry, looked up): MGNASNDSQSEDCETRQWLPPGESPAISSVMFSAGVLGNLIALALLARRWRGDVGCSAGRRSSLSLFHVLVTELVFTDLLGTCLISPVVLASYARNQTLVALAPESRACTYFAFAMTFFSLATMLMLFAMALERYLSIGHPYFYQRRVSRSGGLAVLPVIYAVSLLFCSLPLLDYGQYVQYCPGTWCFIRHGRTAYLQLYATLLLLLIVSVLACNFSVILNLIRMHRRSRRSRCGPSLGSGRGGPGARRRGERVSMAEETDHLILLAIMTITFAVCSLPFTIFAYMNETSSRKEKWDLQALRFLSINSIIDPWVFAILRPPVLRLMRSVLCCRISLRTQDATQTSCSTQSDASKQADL
eIF4E-4G inh = blocks eIF4E binding to eIF4G; P63073+Q04637; TR-FRET eIF4E-eIF4GI(517-606) binding, 2 h; inhibition, % at 21.7 µM; 0.37% of 220,000 active;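 active = inhibition above about 30%, limit read from the data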;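 also: 0% = full FRET control wells and 100% = background wells lacking eIF4GI fragment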
NPY-Y1 antag = antagonists of human neuropeptide Y receptor Y1 | P25929 | HEK293-CNG Y1 cells, membrane potential fluorescence; NPY at EC95, then isoproterenol | inhibition, % at 3.6 µM | 1% of 200,000 active | AID 1040;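 active = inhibition above the campaign mean inhibition of all tested compounds plus 3 SD, cut at about 20% in these data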;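 also: 0% = DMSO wells given NPY plus isoproterenol and 100% = isoproterenol alone without NPY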
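Test system – HEK293 Y1/CNG channel cell line · Also added – NPY agonist 25 nM, then isoproterenol 1 µM plus Ro 20-1724 25 µM · Compound dosing – one concentration, 3.6 µM, in 0.4% DMSO · Schedule – compound incubation 1 h at room temperature, readout 45 min post-stimulation · Technique – fluorescence, membrane potential probe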
PGE2 EP2 inh = blocks the human prostaglandin E2 receptor EP2; C6 glioma cells expressing human EP2, cAMP TR-FRET; cells stimulated with saturating PGE2; inhibition, % at 25 µM; 0.52% of 260,000 active;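 active = percent inhibition above 40 after rounding to a whole number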;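 also: rat C6 glioma host cells with rolipram phosphodiesterase inhibitor present; the protocol text gives 20 µM as final concentration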
S1P4 antagonist = human S1P4 receptor antagonism | O95977 | S1P4-expressing cells, antagonist mode, reporter read-out | inhibition, % at 4.98 µM | 0.26% of 220,000 active | AID 1510; in the data active = inhibition above about 29%;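 also: 0% = wells stimulated with agonist and 100% = vehicle wells without agonist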
Target sequence (O95977 whole entry, looked up): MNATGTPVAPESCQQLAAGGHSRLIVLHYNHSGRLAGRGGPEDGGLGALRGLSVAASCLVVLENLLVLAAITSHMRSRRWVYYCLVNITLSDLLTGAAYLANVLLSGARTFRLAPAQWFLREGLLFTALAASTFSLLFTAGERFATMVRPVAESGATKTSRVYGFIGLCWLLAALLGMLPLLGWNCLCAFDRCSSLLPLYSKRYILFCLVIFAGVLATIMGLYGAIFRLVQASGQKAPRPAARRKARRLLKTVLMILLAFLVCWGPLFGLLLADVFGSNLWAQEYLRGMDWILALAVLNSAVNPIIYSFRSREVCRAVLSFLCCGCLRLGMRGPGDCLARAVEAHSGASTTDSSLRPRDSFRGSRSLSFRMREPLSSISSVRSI
NPY2 pot ag = human NPY-Y2 potentiation or agonism, primary screen; P49146; cells expressing NPY-Y2, potentiator/agonist read-out; activation, % at 3.6 µM; 0.45% of 220,000 active; AID 1359; in the data active = activation above about 27%;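 also: cells stimulated with NPY near EC25 plus isoproterenol at EC100; 0% = vehicle plus submaximal agonist and 100% = vehicle plus saturating agonist; some results beyond the cut were filed as inactive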
Target sequence (P49146 whole entry, looked up): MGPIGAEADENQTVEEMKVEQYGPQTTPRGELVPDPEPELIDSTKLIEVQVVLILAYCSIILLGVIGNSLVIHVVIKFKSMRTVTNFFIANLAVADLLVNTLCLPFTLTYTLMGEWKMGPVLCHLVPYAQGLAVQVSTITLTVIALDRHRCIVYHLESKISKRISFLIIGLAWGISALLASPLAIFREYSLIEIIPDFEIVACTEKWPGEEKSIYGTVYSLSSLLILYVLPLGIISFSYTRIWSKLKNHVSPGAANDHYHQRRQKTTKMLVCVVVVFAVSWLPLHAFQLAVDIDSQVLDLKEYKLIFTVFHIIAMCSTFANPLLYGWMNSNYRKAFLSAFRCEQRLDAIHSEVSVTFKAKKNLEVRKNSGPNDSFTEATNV
S1P4 ag = human S1P4 receptor agonism | S1P4-expressing cell line, agonist reporter assay | activation, % at 4.98 µM | 0.35% of 220,000 active; in the data active = activation above about 11%;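 also: 0% = DMSO vehicle and 100% = reference agonist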
p97 inhibitor = blocks human p97 ATPase activity | P55072 | recombinant p97 ATPase, Kinase-Glo ATP luminescence, 3 h | inhibition, % at 8 µM | 0.42% of 220,000 active | AID 1481; in the data active = inhibition above about 15%;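 also: 0% = DMSO vehicle and 100% = wells lacking enzyme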
NPY-Y1 PAM-ag = potentiators or agonists of human neuropeptide Y receptor Y1; P25929; 0.37% of 220,000 active; NPY-Y1 expressing cells, potentiator/agonist activation; activation, % at 3.6 µM; in the data active = activation above about 33%, passing the limit was not always enough;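 also: cells stimulated with NPY at EC10 then isoproterenol at EC100; 0% = low agonist plus stimulus and 100% = saturating agonist plus stimulus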
Starred values were filed as active, the others as inactive; nt = no result given; & = joins results of further samples; [ ] = remark or other dose. These rows are one share of the data; rates above refer to the full screens.

SMILES	EP2 mod	eIF4E-4G inh	NPY-Y1 antag	PGE2 EP2 inh	S1P4 antagonist	NPY2 pot ag	S1P4 ag	p97 inhibitor	NPY-Y1 PAM-ag
CCOc1ccc(-c2nnc(Nc3ccc(OC)c(C(=O)N4CCCCC4)c3)c3ccccc23)cc1	4	-4	-9	5	14	19	0.6	-4	39
CCN(CC)C(=O)Cn1nnc(-c2ccc(C)o2)n1	23	5	3	3	-21	5	-1.6	-3	-4
CSC(=CC(=O)c1ccccc1)SC	10	-5	-2	3	7	1	-5.1	-6	-10
COc1ccc(Cl)cc1N1C(=O)/C(=C\c2sccc2C)N=C1SCC(=O)NC1CC1	11	-13	6	17	6	-2	0.2	5	-38
O=C(NC(NC(=S)N1CCOCC1)C(Cl)(Cl)Cl)c1cccc2ccccc12 (stereo not given)	4	0	-2	2	-13	-15	-1.1	-1	-7
O=C(O)C1CCCCC1C(=O)N1CCCC1 (stereo not given)	12	-4	5	10	-20	-7	1.8	0	-4
CCc1cc2c(=O)n(Cc3ccccc3)c(SC3CCOC3=O)nc2s1 (stereo not given)	17	8	-6	3	0	7	-1.9	-2	-13
CSc1nc(C)c2c(n1)N(c1ccc(F)cc1)CC2	32	-3	17	13	-3	-4	2.0	2	20
O=S(=O)(Nc1ccc2c(c1)OCCO2)c1cccc2cccnc12	-38	-3	0	nt	-5	8	1.1	-5	-9
O=C(Nc1ccc(-c2ccc3nncn3n2)cc1)C1CCCCC1	9	1	2	6	6	-7	-0.1	-2	5

Exported as labelled records: part of the list above.
CCc1cc2c(=O)n(Cc3ccccc3)c(SC3CCOC3=O)nc2s1 (stereo not given)
  EP2 mod = 17
  eIF4E-4G inh = 8
  NPY-Y1 antag = -6
  PGE2 EP2 inh = 3
  S1P4 antagonist = 0
  NPY2 pot ag = 7
  S1P4 ag = -1.9
  p97 inhibitor = -2
  NPY-Y1 PAM-ag = -13

CSc1nc(C)c2c(n1)N(c1ccc(F)cc1)CC2
  EP2 mod = 32
  eIF4E-4G inh = -3
  NPY-Y1 antag = 17
  PGE2 EP2 inh = 13
  S1P4 antagonist = -3
  NPY2 pot ag = -4
  S1P4 ag = 2.0
  p97 inhibitor = 2
  NPY-Y1 PAM-ag = 20

Remaining list, next part:
SMILES	EP2 mod	eIF4E-4G inh	NPY-Y1 antag	PGE2 EP2 inh	S1P4 antagonist	NPY2 pot ag	S1P4 ag	p97 inhibitor	NPY-Y1 PAM-ag
Cn1nc(-c2ccc(OCC(=O)Nc3cccnc3)cc2)c2ccccc2c1=O	-14	14	-1	15	-13	-6	-3.9	-6	5
CC(C)(C)c1ccc(C(=O)N2CCC(C(=O)NCc3ccco3)CC2)cc1	14	1[fluorescence artefact?]	-1	7	-15	11	-0.6	-5	-1
Cc1cccc(CN2C(=O)c3ccccc3Sc3ccc(C(=O)O)cc32)c1	3	-10	nt	9	6	-7	1.6	0	10
CN(C)CCNC(=O)c1cccc(NS(=O)(=O)c2ccc(Cl)c(Cl)c2)c1	-5	6	-1	4	17	-16	0.1	5	6
O=C(CCC(=O)Nc1ccc(Cl)cc1Cl)NNC(=O)Nc1ccccc1	13	5	-3	5	1	18	-0.7	3	20
Cc1c(CCC(=O)O)c(=O)oc2cc(O)ccc12	29	2	8	9	-9	5	-0.2	0	7
Cc1[nH]nc2c1C(C1CC=CCC1)C(C#N)=C(N)O2 (stereo not given)	-5	10	-3	8	7	3	-0.1	-2	10
Cc1nc(NC(=S)Nc2ccccc2)sc1C	-34	-3	2	7	-27	2	-0.8	1	6
Cc1nn(Cc2ccc([N+](=O)[O-])cc2)c(=O)n1N(C)c1ncc(C(F)(F)F)cc1Cl	0	-3	-10	20	-10	26	1.9	-3	31
Cc1cc(C)nc(N2CCC(C(=O)NCCc3ccc(Cl)cc3)CC2)n1	-8&-42	0	-6	3&7	1	-3	-2.5	2	6
COc1ccc(C2Nc3ccccc3C(=O)N2Cc2ccco2)cc1COc1ccc(F)cc1 (stereo not given)	32	5	20	-1	-16	-21	2.2	1	-50
NNC(=O)c1ccc(COc2ccc3c(c2)CCC3)o1	-4	-4	0	14	-2	-1	-1.1	-1	-27
Cc1onc(-c2c(F)cccc2Cl)c1C(=O)c1ccccc1	41	0	nt	13	0	13	2.3	1	2
COc1ccc2c(c1)C(C)=CC(C)(C)N2S(=O)(=O)c1ccc(C)cc1	60	-2	36*	14	4	7	0.1	-2	-1
COCCn1c(CN2CCN(C)CC2)nc2c1c(=O)n(C)c(=O)n2C	15	-2	-1	7	-7	12	2.0	-3	7
Cc1nnc(SCC(=O)c2c(N)n(Cc3ccccc3)c(=O)n(C)c2=O)n1C	12	-2	-2	11	-9	10	1.5	2	13
CN1C(=O)NC(NC(=O)c2ccco2)(C(F)(F)F)C1=O (stereo not given)	-51	-7	-1	8	-18	1	2.4	1	20
Cc1ccc(S(=O)(=O)N2CCCCC2C(=O)NCc2ccco2)cc1 (stereo not given)	5	10	6	11	8	15	0.1	1	-21
CCOC(=O)Cc1csc(NC(=O)Cc2cccs2)n1	-64	2	-4	3	-16	0	0.0	-2	10
COc1ccc(NC(=S)NC23CN4CN(CN(C4)C2)C3)c(OC)c1	-2	0	2	6	-4	-2	0.5	-2	1
COCCNC(=O)COc1ccc(C)cc1C	-19	10[fluorescence artefact?]	-3	14	-8	12	-2.6	1	13
Cc1ccc(C(=O)N/C(=C\c2sccc2C)C(=O)NCc2ccco2)cc1	29	-4	0	4	9	-4	-0.8	4	8
CC1CN(C(=O)COC(=O)c2nn(-c3ccccc3)c(=O)c3ccccc23)CC(C)O1 (stereo not given)	7	4	-2	5	-22	5	0.3	0	6
O=[N+]([O-])c1ccc(/C=N\N2CCN(c3ccc(Cl)cc3)CC2)cc1	10	-1	-1	7	5	-7	1.1	-5	-13
O=C(N/N=C/c1ccccn1)c1cc([N+](=O)[O-])cc([N+](=O)[O-])c1	-8	5	-1	2	15	1	1.0	4	2
Cc1ccc(-c2ccc(/C=N/n3cnnc3)o2)cc1Cl	-14	3[fluorescence artefact?]	6	17	-2	-8	1.7	-1	-24
COC(=O)c1cc(NC(=O)C(C)c2ccc(CC(C)C)cc2)ccc1O (stereo not given)	-70	2	6	2	-6	-5	0.4	4	-2
COCCNC(=O)c1ccc(-n2c(SCc3cccnc3)nc3ccccc3c2=O)cc1	-4	1	0	3	7	-5	1.2	0	-7
COc1ccc(OC)c(NC(=O)CCN2CCN(c3ccccc3)CC2)c1	-19	6	-1	6	-32	3	-0.2	-1	0
CCn1ccnc1C(O)c1ccccc1OC (stereo not given)	20	3[fluorescence artefact?]	-1	-3	-17	0	0.3	3	6
CC(C)c1ccc(NS(=O)(=O)c2ccc(N3C(=O)CCC3=O)cc2)cc1	-34	-3	nt	14	9	-10	1.1	7	9
Cc1ccc(NC(=O)Cc2cc(C(=O)O)c3ccccc3n2)c(C)c1	-1	1	-16	7	-2	80*	-1.9	2	78*
CC(C)C[C@H](NC(=O)OC(C)(C)C)c1nnc(SCc2ccccc2)o1	24	2	10	6	-3	-2	-2.2	0	8
O=C(O)C(c1ccccc1)C(c1ccccc1)c1ccccc1 (stereo not given)	21	1	1	4	-14	4	1.1	1	10
Nc1nccnc1C(=O)N/N=C/c1ccco1	0	-1	nt	9	13	-4	-1.1	-10	-3
Cc1ccccc1Cn1nc(C)c(NC(=O)c2cc(-c3ccco3)on2)c1C	-30	-2	-5	5	-2	-12	-0.9	0	-6
CC(C)(C)OC(=O)[C@H]1[C@H](c2ccc([N+](=O)[O-])cc2)C2(C(=O)c3ccccc3C2=O)C2c3ccccc3C=NN21 (stereo not given in full)	7	-4	10	8	15	5	4.5	6	16
CC1CCCCN1S(=O)(=O)c1cnc(Cl)c(Br)c1 (stereo not given)	3	-47	2	4	8	9	-1.0	-5	15
Cc1cc(-c2cccs2)n[nH]1	5	8[fluorescence artefact?]	1	11	1	-6	-1.4	3	0
Cc1nn(C)c(=O)n1-c1ccc(OCc2ccccc2)cc1	17	-1	11	9	-30	-17	-2.6	-12	-13

Brought forward from above: 2 compounds, followed by the next part.
SMILES	EP2 mod	eIF4E-4G inh	NPY-Y1 antag	PGE2 EP2 inh	S1P4 antagonist	NPY2 pot ag	S1P4 ag	p97 inhibitor	NPY-Y1 PAM-ag
Cc1cc(-c2cccs2)n[nH]1	5	8[fluorescence artefact?]	1	11	1	-6	-1.4	3	0
Cc1nn(C)c(=O)n1-c1ccc(OCc2ccccc2)cc1	17	-1	11	9	-30	-17	-2.6	-12	-13
COc1ccc(C2C(C(=O)N3CCN(c4ccccc4)CC3)c3ccccc3C(=O)N2C)cc1 (stereo not given)	4	-3	8	4	7	-4	0.6	-1	-13
Cn1nnnc1NCc1ccc(Cl)cc1	0	-1	4	7	-3	-7	0.5	-1	-13
Nc1nc(C2CC(=O)OC23CCCCC3)cs1 (stereo not given)	22	5	1	18	-17	0	3.1	-5	16
CCC(=O)c1ccc(N2CCN(C(=O)c3cc([N+](=O)[O-])ccc3F)CC2)c(F)c1	-32	-3	-2	7	5	-3	-0.2	3	15
CCCC(C)NC(=O)c1ccc(C2SCC(=O)N2Cc2ccco2)cc1 (stereo not given)	3	-1	2	22	-8	-9	-1.6	-9	6
CCOC(=O)N1CCC(NC(=O)CCc2c(C)nc3nc(C)nn3c2C)CC1	14	-14[fluorescence artefact?]	-6	nt	-6	7	0.9	3	9
CC(Oc1ccccc1)c1ccnc2nc(N3CCOCC3)nn12 (stereo not given)	3	-2	-3	7	-21	-17	-3.7	2	-7
CCCCC(=O)c1ccc(O)cc1O	29	2	3	6	9	5	2.3	0	-5
COc1ccc(CSc2nc3ccccc3[nH]2)cc1	3	1	0	10	-6	-20	0.8	-12	-18
Cc1ccc(S(=O)(=O)N2CCN(C(=O)C3COc4ccccc4O3)CC2)cc1C (stereo not given)	-3	-12[fluorescence artefact?]	-7	8	3	2	1.5	-1	-10
CCOc1ccc(C2CC(=O)NC3=C2C(=O)CCC3)cc1Cl (stereo not given)	6	0[fluorescence artefact?]	2	6	-8	4	-0.2	5	-3
CNS(=O)(=O)c1cc(C(=O)O)ccc1OC	22	1	2	6	-2	2	-2.2	-3	-8
CCOC(=O)c1c(-c2ccc(F)cc2)csc1NC(=O)CCN1C(=O)c2ccccc2C1=O	36	7[fluorescence artefact?]	4	5	-6	9	-3.1	4	-5
Cc1ccc(C2(C)NC(=O)N(CC(=O)Nc3cccnc3Cl)C2=O)cc1 (stereo not given)	3	3	-1	7	-4	-14	-1.1	-5	-4
Cc1nc(CNS(=O)(=O)c2cccs2)cs1	17	-5	2	3	-16	-14	1.2	-5	-2
O/N=C/c1ccc(OCc2ccccc2)c(Br)c1	-36	-5	2	7	-6	-1	0.8	-5	-3
CC(C)(C)C(=O)NNC(=O)c1ccc(Oc2cc(Cl)cc(Cl)c2)o1	-26	5	nt	6	16	-1	-0.7	4	-8
COC(=O)C1=C(N)c2ccccc2C1(C#N)c1ccccc1 (stereo not given)	0	0	-6	8	-1	-2	-2.4	1	11
Cc1cccc(C)c1NC(=O)N1CC=C(n2c(=O)[nH]c3ccccc32)CC1	-16	7[fluorescence artefact?]	-5	3	-13	-1	-1.0	2	5
COc1ccc(CCN2C(=NC(=O)CC(C)C)SC3CS(=O)(=O)CC32)cc1 (stereo not given)	28	2	7	6	-9	-12	6.6	-7	12
COc1ccc(F)cc1S(=O)(=O)Nc1ccc(C)cc1	-26	-4	-5	3	1	-10	-0.6	-4	10
O=C(N1CCOCC1)N1CCCC(c2nc(-c3cccs3)no2)C1 (stereo not given)	18&-8	0	2	3&11	-7	-13	-0.3	-3	-4
CCOc1ccc(CNC(=O)C2CC(=O)N(C3CCCC3)C2)cc1OC (stereo not given)	19	-1	4	13	-8	-2	-0.3	0	-24
COC(=O)c1csc(S(=O)(=O)N2CCCCC2)c1OC	-4	-1	nt	3	1	-1	-0.2	1	-20
